CHT block: inhibitors of human choline transporter CHT | CHT-expressing cells, membrane potential dye, choline response; hits give low values | B-score at 10 µM | 310,000 compounds, 0.86% hits;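 active means B-score over 3 SD under the library average, and starting fluorescence ratio not unusually high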;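 further: choline stimulus applied at its EC90 after an EC20 pre-addition; B-score computed on integrated fluorescence ratio after choline addition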
Target sequence (Q9GZV3 whole entry, looked up): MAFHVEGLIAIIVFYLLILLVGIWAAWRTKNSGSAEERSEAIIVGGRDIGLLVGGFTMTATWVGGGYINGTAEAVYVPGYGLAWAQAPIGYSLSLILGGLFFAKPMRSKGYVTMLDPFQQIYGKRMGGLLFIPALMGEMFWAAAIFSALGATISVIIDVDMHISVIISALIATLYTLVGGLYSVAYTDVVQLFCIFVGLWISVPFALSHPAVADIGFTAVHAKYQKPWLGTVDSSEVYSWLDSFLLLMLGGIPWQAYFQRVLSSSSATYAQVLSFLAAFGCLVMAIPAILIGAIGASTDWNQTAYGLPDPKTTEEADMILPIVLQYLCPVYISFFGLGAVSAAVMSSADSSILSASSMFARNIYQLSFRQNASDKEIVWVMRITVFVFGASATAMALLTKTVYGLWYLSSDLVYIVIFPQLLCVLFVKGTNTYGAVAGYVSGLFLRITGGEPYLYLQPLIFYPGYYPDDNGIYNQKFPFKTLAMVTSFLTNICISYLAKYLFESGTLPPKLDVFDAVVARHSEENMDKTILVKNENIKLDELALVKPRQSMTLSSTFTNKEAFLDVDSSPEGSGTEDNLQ
KCNQ2 block: KCNQ2 potassium channel inhibitors, primary screen, cell-based, CHO-K1, FluxOR thallium flux, B-score (AID 2156); 20 min; hits give low values; B-score at 10 µM; 310,000 compounds, 1.1% hits;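 active means fluorescence ratio B-score at most minus 3 library SDs, with starting brightness B-score within 2 library SDs, cut at about -5.5 in these data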
The depositor's hits bear a star; i = inactive; x = no result given. Rows are unselected; about 1.9% have a hit in one of these screens.

CHT block | KCNQ2 block | SMILES
i | i | CCn1cc([N+](=O)[O-])c(C(=O)N2N=C(c3ccccc3)CC2c2ccc([N+](=O)[O-])cc2)n1 (stereo unspecified)
i | i | Cc1ccc(-c2nc(CS(=O)(=O)CC(=O)Nc3cc(F)ccc3F)c(C)o2)cc1
i | i | Cc1cc(C)n(-c2nc3ccccc3nc2N2CCOCC2)n1
i | i | CC(C)(C)n1nc2c(c1NC(=O)Cc1cccc3ccccc13)CS(=O)C2 (stereo unspecified)
i | i | Cc1ccc(C)c(S(=O)(=O)Nc2ccc(O)c(Sc3ncn[nH]3)c2)c1
i | i | Cn1c(=O)c2c(ncn2Cc2cc(-c3ccccc3)no2)n(C)c1=O
i | i | CCC(=O)NCc1ccc(-c2nc3ncccc3o2)cc1
i | i | CC(=O)N1c2ccc(S(=O)(=O)N3CCCC3C(=O)Nc3ccc(C)cc3)cc2CC1C (stereo unspecified)
i | i | O=C(CCS(=O)(=O)c1cccc2nonc12)N1CCOCC1
i | i | Cc1cc(C)n2nc(C(=O)Nc3ccc4c(c3)OCO4)nc2n1
i | i | CC1=C(C(=O)OCC2CCCO2)C(c2ccccc2Cl)NC(=O)N1 (stereo unspecified)
i | i | Cc1ccc(/C=C/C(=O)N2CCc3ccccc32)o1
i | x | Nc1c(Cl)cc(-c2cn(CCC(=O)O)c(-c3ccncc3)n2)cc1Cl
i | i | COc1ccc(N=Cc2c(O)ccc3ccccc23)cc1
i | i | CCOC(=O)CC(=O)CSc1ncc(C(=O)OCC)c(N)n1
i | i | C=CCSc1nc2ccccc2n1S(=O)(=O)c1ccc(Cl)cc1
i | i | O=C(NCc1ccco1)C1CCN(C(=O)c2ccc(Cl)cc2Cl)CC1
i | i | CN(C)C(=S)Nc1ccc(Cc2ccncc2)cc1
i | i | O=C(O)C1C2CCC(C2)C1C(=O)NCCc1ccccc1 (stereo unspecified)
i | i | COC(=O)c1ccccc1NC(=O)NCCc1ccc(OC)c(OC)c1
i | i | CC1Cc2nc(SCC(=O)NCC3CCCO3)n(-c3ccc(F)cc3)c(=O)c2S1 (stereo unspecified)
i | i | Cc1cc[n+](-c2nc3ccccc3nc2[N-]S(=O)(=O)c2ccccc2)cc1
i | i | C=CCn1c(O)c(N=NC(=O)OCC)c2ccccc21
i | i | O=C(Nc1cccc(C(=O)O)c1)Nc1cccc2ccccc12
i | i | Cc1ccc(S(=O)(=O)N(CC(O)CN2CCCCC2)c2ccccc2)cc1 (stereo unspecified)
i | i | O=c1ccc2ccc(Oc3ccc([N+](=O)[O-])cc3[N+](=O)[O-])cc2o1
i | i | CCn1c(SCC#N)nc2c(c1=O)C1(CCCC1)Cc1ccccc1-2
i | i | COc1ccccc1C(=O)OCc1nc(N)nc(Nc2ccccc2C)n1
i | i | Cc1nn(C)c(C(=O)NNC(=S)NCC(C)C)c1Cl
i | i | Cc1nc(C)c(C(=O)N(c2ccc(C)c(C)c2)C(C(=O)NCc2ccco2)c2ccccc2)s1 (stereo unspecified)

Some of these compounds in order of molecular weight, highest first:
CHT block | KCNQ2 block | SMILES
i | i | CCn1cc([N+](=O)[O-])c(C(=O)N2N=C(c3ccccc3)CC2c2ccc([N+](=O)[O-])cc2)n1 (stereo unspecified)
i | i | Cc1ccc(-c2nc(CS(=O)(=O)CC(=O)Nc3cc(F)ccc3F)c(C)o2)cc1
i | i | Cc1cc[n+](-c2nc3ccccc3nc2[N-]S(=O)(=O)c2ccccc2)cc1
i | i | O=C(Nc1cccc(C(=O)O)c1)Nc1cccc2ccccc12
i | i | Cc1nn(C)c(C(=O)NNC(=S)NCC(C)C)c1Cl
i | i | CCC(=O)NCc1ccc(-c2nc3ncccc3o2)cc1

Following part
CHT block | KCNQ2 block | SMILES
i | i | COc1cc(C(=O)NCc2nnc(SCC(=O)c3ccc(Cl)cc3)o2)cc(OC)c1OC
i | i | Cc1nnc(SCC(=O)N2CCc3ccccc32)s1
i | i | Cc1nn(C(=O)Cn2cc([N+](=O)[O-])cn2)c(C)c1Cl
i | i | CC(C)C(NS(=O)(=O)c1ccc2c(c1)oc(=O)n2C)C(=O)N1CCN(C2CCCCC2)CC1 (stereo unspecified)
i | i | CCOc1ccc(NC(=O)Cn2nnc3c(cnn3-c3ccc(F)cc3)c2=O)cc1
i | i | COCc1ccccc1Cn1cnc2c1c(=O)n(C)c(=O)n2C
i | i | Cc1nonc1OCC(C)(COc1nonc1C)NC(=O)c1ccccc1
i | i | Cc1noc(C)c1COC(=O)CCCc1nc2ccccc2s1
i | x | CC(C)c1c(O)nc(SCc2ccccc2)[nH]c1=O
i | i | Cc1onc(-c2ccccc2Cl)c1C(=O)OCn1nnc2ccccc2c1=O
i | i | Cc1cc(C(=O)N/N=C/c2sccc2C)no1
i | i | O=C(CN1C(=O)CSC1=O)N1CCCC(Nc2ccc(F)cc2)C1 (stereo unspecified)
i | i | C/C(N)=C(/C#N)C(=O)CSc1nnc(-c2ccccc2)n1C
i | i | Cc1ccccc1-c1nc2ccccc2c(=O)n1C1CCS(=O)(=O)C1 (stereo unspecified)
i | i | Cc1ccc(O)c(C(=O)c2cc(C#N)c(=O)n(-c3nccs3)c2)c1
i | i | O=C1c2ccccc2C(=O)N1CCc1csc(-c2cccc(F)c2)n1
i | i | CN(C)S(=O)(=O)c1cccc(NC(=S)Nc2ccc(Cl)cc2Cl)c1
i | i | OCCC1CN(Cc2cccn2-c2nccs2)CCN1Cc1ccc(F)c(F)c1 (stereo unspecified)
i | i | CC(=O)c1cnc(N2CCCCC2)nc1C
i | i | CC(C)OCCCn1c(=O)c2ccccc2n2c(CCC(=O)NCc3ccccn3)nnc12
i | i | CC(=O)NCCNc1ccc([N+](=O)[O-])cc1C#N
i | i | CCN1CCc2nc3ccccc3c(C(=O)Nc3ccc(NC(C)=O)cc3)c2C1
i | i | Cc1nn(-c2ccccc2)c(Cl)c1C(=O)N1CCN(C)CC1
i | i | Cc1cc(C(=O)N2CCOCC2)c(C)o1
i | i | CC1(c2nnc(Cc3ccccc3)o2)CC(c2ccc(Br)cc2)=NO1 (stereo unspecified)
i | i | O=C(Nc1ccc(F)cc1F)NC1CCN(S(=O)(=O)c2ccc(F)cc2)CC1
i | i | COc1ccccc1NC(=S)N(Cc1ccco1)Cc1cc2cc(C)cc(C)c2[nH]c1=O
i | i | COc1ccccc1C(=O)Nc1cccc(S(=O)(=O)N2CCCC2)c1
i | i | CCCNC(=O)c1nc(C)c(C)nc1C(=O)Nc1cccc(Cl)c1
i | i | OCCNc1ncnc2ccc(Br)cc12
i | i | Cc1noc(C)c1C(=O)Nc1ccc(N(C)C)cc1
i | i | O=c1[nH]c2ccccc2nc1C(F)(F)C(F)F
i | i | CCSc1nnc(NC(=O)CSc2nnc(CNC(=O)c3ccc(OC)c(OC)c3)o2)s1
i | i | CCC(=O)Nc1ccc(C(=O)COC(=O)C(CCSC)NC(=O)COc2ccccc2)cc1 (stereo unspecified)
i | i | Cc1cc(C)nc(SCc2ccc(C(=O)N/N=C/c3ccccc3C(=O)O)cc2)n1
i | i | Cc1cccc2cc(C#N)c(SCc3nnc(-c4ccccc4[N+](=O)[O-])o3)nc12
x | i | Cn1cc(CCC(=O)NC2CC(C)(C)Cc3c2cnn3-c2ccc(F)cc2)cn1 (stereo unspecified)
i | i | O=C1OCCN1CCN(CN1C(=O)CCC1=O)CN1C(=O)CCC1=O
i | i | CCOc1ccc(C(CC(=O)O)NC(=O)C(Sc2ccccc2)c2ccccc2)cc1 (stereo unspecified)
i | i | Fc1ccc(NC(=S)Nc2ccccc2N2CCOCC2)cc1Cl
i | i | O=c1cc(CN2CCC3(CC2)OCCO3)c2c(ccc3ccccc32)o1
i | i | Cc1cc(C)n(C(=O)c2cc([N+](=O)[O-])cc([N+](=O)[O-])c2)n1
i | i | Cc1cccc(NC(=O)c2ccc(OCC3CCCO3)cc2)c1C (stereo unspecified)
i | i | CCc1ccc(NC(=S)N(CCN(C)C)C(C)c2ccncc2)cc1 (stereo unspecified)
i | i | COc1ccccc1NC(=O)CN1CCN(C2c3ccccc3-c3ccccc32)CC1
i | i | O=c1cccc(-c2ccccc2)[nH]1
i | i | CN(C)c1ccc(C(=O)N2CCCC(N3CCN(Cc4ccc5c(c4)OCO5)CC3)C2)cc1 (stereo unspecified)
i | i | C=CCN1CC2(c3ccccc3)CN(CC=C)CC(c3ccccc3)(C1)C2=O
i | i | CC(C)CCn1nnnc1C(C(C)C)N1CCC(C(N)=O)CC1 (stereo unspecified)
i | i | CC(C)CC(=O)Nc1ccc2oc(-c3cccnc3)nc2c1
i | i | CCOc1cccc(CN2CCCC(N3CCc4ccccc4C3)C2)c1O (stereo unspecified)
i | i | O=C(NNS(=O)(=O)c1ccccc1F)c1cccc(S(=O)(=O)N2CCOCC2)c1
i | i | O=C(CNC(c1ccccc1)c1ccccc1)Nc1cc([N+](=O)[O-])ccc1Cl
-8.55* | i | Cc1ccc(S(=O)(=O)Nc2cc(C(=O)NCCN3CCCC3)ccc2N2CCCCC2)cc1
i | i | C=CCOc1c(Br)cc(CNc2ccc(NC(=O)C(C)C)cc2)cc1OCC
i | i | CCCCN1C(=O)/C(=C2/C=CC=CN2C)SC1=S
i | i | CC(OC(=O)c1ccccc1CCc1ccccc1)C(N)=O (stereo unspecified)
i | i | CCCn1c(Nc2nc3ccccc3n2C)nc2ccccc21
i | i | CCC1(c2ccccc2)C(=O)NCNC1=O
i | x | O=C(c1ccc(-c2ccccc2)cc1)N1CCN(c2ncccn2)CC1

CHT block: what is marked active above.
CHT block | KCNQ2 block | SMILES
-8.55* | i | Cc1ccc(S(=O)(=O)Nc2cc(C(=O)NCCN3CCCC3)ccc2N2CCCCC2)cc1

Next section.
CHT block | KCNQ2 block | SMILES
i | i | CN1CCSc2ccc(C(=O)NCc3cccc(F)c3)cc21
i | i | N#CCC1c2ccccc2CCN1C(=O)Nc1ccc(C(F)(F)F)cc1 (stereo unspecified)
i | i | O=C(N/N=C/c1ccc(Cl)c([N+](=O)[O-])c1)c1ccc2nc[nH]c2c1
i | i | O=C(CNC(=O)c1ccccc1)OCc1cc(=O)n2cc(Br)ccc2n1
i | i | O=C(CN(C(=O)C1CSC(=O)C1)c1ccccc1F)NCc1ccc2c(c1)OCO2 (stereo unspecified)
i | i | Cn1cc(Br)c(C(=O)Nc2c(F)c(F)c(F)c(F)c2F)n1
i | i | C/C(CC(=O)Nc1cccc(Br)c1)=N\NC(=O)c1ccc(O)cc1O
i | i | O=C(NCCc1ccccc1)c1ccc(OCCOc2ccccc2)cc1
i | i | Cc1ccc(C(=O)N2CCN(c3ccc(F)cc3)CC2)cc1S(=O)(=O)N1CCCCC1
i | i | O=C(Nc1ccc(OC(F)(F)F)cc1)C1=NCCN1
i | i | COc1ccc(NCc2nnc(SCC(=O)Nc3cccc(C)c3)o2)cc1
i | i | COc1cccc(NC(=O)c2nnn(CCc3ccccc3)c2N)c1
i | i | CC(=O)c1c(COC(=O)c2ccco2)nc2ccccc2[n+]1[O-]
-6.05* | i | CN(CCC#N)c1ncnc2scc(-c3ccccc3)c12
i | i | COc1cccc(CN2CCC(n3nccc3NC(=O)C3CC3)CC2)c1
i | i | Cc1cc(C(=O)NC2CCCN(Cc3ccccc3F)C2)n[nH]1 (stereo unspecified)
i | i | COc1ccc(C2=NN(C(=O)CSc3ncccn3)C(c3cccc(OC)c3OC)C2)cc1 (stereo unspecified)
i | i | Cc1ccc(C(=O)NC(C(=O)Nc2cccc(S(N)(=O)=O)c2)C(C)C)cc1 (stereo unspecified)
i | i | CCCCN(CCCNc1ncnc2nc[nH]c12)c1ccccc1
i | i | COc1ccc2sc(C)[n+](C)c2c1
i | i | CCn1nc(NC(=O)C2CCCO2)c2cc3cccc(C)c3nc21 (stereo unspecified)
i | i | CC(=O)NCc1cc(-c2nn(C)c(=O)c3ccccc23)ccc1C
i | i | Cc1ccc(OCCCCCCN2CCNCC2)c(Br)c1
i | i | Cc1ccc(S(=O)(=O)Oc2ccc(/C=N/N=C3/NC(=O)C(CC(=O)O)S3)cc2)cc1[N+](=O)[O-] (stereo unspecified)
i | i | COc1ccc(C=O)cc1Cn1ccnc1
i | i | Cc1ccc(NC(NC(=O)c2cccs2)C(Cl)(Cl)Cl)cc1 (stereo unspecified)
i | i | CSc1nnc(NC(=O)c2cccc(S(=O)(=O)N3CCOCC3)c2)s1
i | i | CC1CC(C)CN(CC(O)COCc2ccccc2)C1 (stereo unspecified)
i | i | Cc1ccc(NC(=O)C2CCN(C(=O)c3ccco3)CC2)cc1C
i | i | CCOC(=O)CSc1ccc2ccccc2n1
i | i | COC(=O)c1ccccc1NC(=O)Nc1cccnc1
i | i | O=C(CSCc1ccc(Cl)cc1)NCC1CCCO1 (stereo unspecified)
i | i | Cn1c(=O)[nH]c(=O)c2c1nc(Br)n2CCCO
i | i | CC(=O)N(CCCN1CCOCC1)Cc1ccncc1
i | i | O=C1c2cc(Cl)ccc2OC2(CCNCC2)C12CC(c1ccc(Cl)cc1)=NO2 (stereo unspecified)
i | i | COc1cccc(C(=O)NNC(=O)C(=O)Nc2ccc(OC)cc2OC)c1
-5.26* | i | O=C(N/N=C/c1cccc(Oc2ccccc2)c1)c1cccc(O)c1

Record cards, as listed above. Order of values: CHT block, KCNQ2 block
Shown for C=CCSc1nc2ccccc2n1S(=O)(=O)c1ccc(Cl)cc1 = i, i
Shown for COc1ccccc1NC(=S)N(Cc1ccco1)Cc1cc2cc(C)cc(C)c2[nH]c1=O = i, i
Shown for CC(C)(C)n1nc2c(c1NC(=O)Cc1cccc3ccccc13)CS(=O)C2 (stereo unspecified) = i, i
Shown for CCC(=O)NCc1ccc(-c2nc3ncccc3o2)cc1 = i, i
Shown for Cc1onc(-c2ccccc2Cl)c1C(=O)OCn1nnc2ccccc2c1=O = i, i

Assay outcomes deposited in PubChem by Johns Hopkins Ion Channel Center.
